Nrf2 block = Nrf2 qHTS screen for inhibitors; Potency, µM (titrated, usually from 46 µM), without a hit: top-dose activity change, negative = inhibition, most hits filed as inhibitors; actives 2.1% (n = 360,000); A549 ARE-Fluc reporter, luciferase luminescence, 18-24 h; note: potency is the fitted concentration of half-maximal effect; % is set by controls: 0 for no effect and ±100 for the full control effect; nearly all actives have a fitted effect of over 60% in size
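Reporter: ARE-Fluc in A549. Exposure: 18-24 h, 37 °C, 5% CO2, 5% FBS OPTI-MEM. Readouts: fluorescent cytotoxicity (CellTiter-Fluor), then luminescent Nrf2 signal after BugLite.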
A549 viability = Nrf2 qHTS screen for inhibitors: counterscreen for cytotoxicity. A549 ARE-Fluc cells, CellTiter-Fluor viability, 18-24 h. Potency, µM (highest dose often 46 µM), without a hit: at the top dose activity change, negative = cytotoxicity, actives largely listed as inhibitors. actives 0.16% (n = 390,000); note: potency is the fitted concentration of half-maximal effect; % is set by controls: 0 for no effect and ±100 for the full control effect
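A549 ARE_Fluc cells in 5% FBS OPTI-MEM were exposed to compounds in concentration-response for 18-24 h at 37 deg C. Viability was read by CellTiter-Fluor fluorescence (Ex 405/Em 525) after 30 min, before the luciferase read.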
Mm-Cpn inhibitor = Inhibitors of TCP-1 ring complex (TRiC) of Methanococcus maripaludis (MmCpn): qHTS; Potency, µM (top dose mostly 76.9 µM), for inactives: at the highest dose activity, negative = inhibition, actives largely listed as inhibitors; actives 0.031% (n = 330,000); Chaperonin Mm-Cpn (Methanococcus maripaludis); purified Mm-Cpn ATPase, ADP Transcreener TR-FRET; note: potency is the fitted concentration of half-maximal effect; % is set by controls: 0 for no effect and ±100 for the full control effect; nearly all actives have a fitted effect of over 80% in size
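Purified archaeal chaperonin (25 nM final) was preincubated with compound for 10 min at 37°C, then ATP (10 uM final) was added for 30 min at 37°C in Tris pH 7.4/KCl/MgCl2/DTT buffer. ADP was quantified by HTRF Transcreener TR-FRET.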
TGFb inhibitor = qHTS for Inhibitors of TGF-b. Potency, µM (series often up to 46.1 µM), inactives show at the highest dose activity, negative = inhibition, actives largely listed as inhibitors. AID 588855, 2011. HepG2 CAGA-GFP TGF-b/SMAD3 reporter, GFP fluorescence, 18 h; TGF-beta stimulated, 500 pg/mL final. actives 1.2% (n = 410,000); note: potency is the fitted concentration of half-maximal effect; % is set by controls: 0 for no effect and ±100 for the full control effect; nearly all actives have a fitted effect of over 65% in size
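GFP signal (ex488/em500-530) from TGF-beta-stimulated HEPG2 CAGA-GFP cells, 500 pg/mL final, 18 h at 37 degrees C in DMEM plus 1% FBS, normalized to unstimulated and DMSO-stimulated controls.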
Akt phos inh = HTS Assay for Inhibitors of Akt Phophorylation: Primary Screen | Neuro2A IGF-stimulated pAkt S473 HTRF, 20 min; hits give low values | activity change, % for hits at 50 µM | actives 0.32% (n = 360,000); in the data active = activity change below about -80%; inconclusive = mostly about -51% to -80%; note: % is set by controls: 0 for no effect and ±100 for the full control effect
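Single-point screen (50 µM final compound) in Neuro2A cells stimulated 20 min with 6 nM IGF at 37 deg C. After lysis, Ser473-phosphorylated Akt read by HTRF (ex 330 nm, em 615/665 nm) as the 665/615 ratio.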
CCT modulator = High-Throughput Screening for Modulators of Cytosolic Chaperonin Activity; activity change, % (test concentration not listed), hits read low; purified chaperonin ATPase assay, HTRF ADP detection, 30 min; actives 0.3% (n = 360,000); AID 651819, 2012; in the data active = activity change below about -30%; note: % is set by controls: 0 for no effect and ±100 for the full control effect
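First, chaperonin was dispensed at 40 nM or 20 nM final depending on batch activity. Next, compounds were pinned at 76 uM and ATP added at 10 uM. After 30 min at 37 °C, ADP detection reagents ran 30 min at ambient temperature.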
EPAC2 antagonist = qHTS for Antagonist of cAMP-regulated guanine nucleotide exchange factor 2 (EPAC2): primary screen; actives 0.18% (n = 360,000); EPAC2 GEF exchange of Rap1B-BODIPY-GDP, fluorescence; Rap guanine nucleotide exchange factor 4 (Homo sapiens), Q8WZA2; AID 720708, 2013; Potency, µM (doses to about 114 µM), inactives show at the highest dose activity, negative = inhibition, most hits filed as inhibitors; note: potency is the fitted concentration of half-maximal effect; % is set by controls: 0 for no effect and ±100 for the full control effect; nearly all actives have a fitted effect of over 45% in size; many of its hits are not listed in these tables
Target sequence (Q8WZA2 whole entry, looked up): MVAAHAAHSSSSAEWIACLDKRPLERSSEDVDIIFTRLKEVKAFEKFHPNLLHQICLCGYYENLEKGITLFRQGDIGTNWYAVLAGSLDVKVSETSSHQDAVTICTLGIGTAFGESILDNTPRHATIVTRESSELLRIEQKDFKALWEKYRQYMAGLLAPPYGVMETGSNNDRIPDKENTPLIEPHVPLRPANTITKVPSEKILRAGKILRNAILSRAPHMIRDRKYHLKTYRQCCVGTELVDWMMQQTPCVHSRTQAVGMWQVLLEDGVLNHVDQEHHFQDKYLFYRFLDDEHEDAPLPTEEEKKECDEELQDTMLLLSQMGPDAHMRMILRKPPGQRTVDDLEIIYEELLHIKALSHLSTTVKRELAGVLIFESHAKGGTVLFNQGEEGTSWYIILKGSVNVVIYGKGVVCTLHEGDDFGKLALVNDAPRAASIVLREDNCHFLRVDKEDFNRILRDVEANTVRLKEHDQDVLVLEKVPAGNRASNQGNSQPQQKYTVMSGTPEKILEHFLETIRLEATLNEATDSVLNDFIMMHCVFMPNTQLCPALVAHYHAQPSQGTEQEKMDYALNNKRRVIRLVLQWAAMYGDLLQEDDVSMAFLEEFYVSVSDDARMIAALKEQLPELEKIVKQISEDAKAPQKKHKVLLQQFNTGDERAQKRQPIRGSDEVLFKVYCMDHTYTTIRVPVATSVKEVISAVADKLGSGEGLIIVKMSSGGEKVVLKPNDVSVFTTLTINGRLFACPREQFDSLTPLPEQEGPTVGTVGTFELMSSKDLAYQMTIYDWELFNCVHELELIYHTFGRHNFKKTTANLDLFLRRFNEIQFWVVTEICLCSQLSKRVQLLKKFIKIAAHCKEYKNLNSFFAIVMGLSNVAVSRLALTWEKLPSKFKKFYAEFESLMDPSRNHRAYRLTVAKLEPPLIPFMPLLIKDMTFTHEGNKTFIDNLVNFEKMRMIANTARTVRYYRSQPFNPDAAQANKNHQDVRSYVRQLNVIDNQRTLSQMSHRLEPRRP
Nrf2 ARE act = qHTS of Nrf2 Activators | AREc32 ARE-luciferase reporter (MCF7-derived line), luminescence, 24 h | Potency, µM (highest dose often 46.1 µM), for inactives: top-dose activation, hits mostly activators | actives 0.31% (n = 410,000) | AID 624171, 2012; note: potency is the fitted concentration of half-maximal effect; % of control where 0% means no effect; nearly all actives have a fitted effect of over 65% in size
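Each well held 1000 AREc32 cells, which were incubated with compound for 24 hr at 37 deg C after overnight attachment, and ARE reporter activity was quantified by firefly luciferase luminescence.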
EPAC2 ag = qHTS for Agonist of cAMP-regulated guanine nucleotide exchange factor 4 (EPAC2): primary screen; Rap guanine nucleotide exchange factor 4 (Homo sapiens), Q8WZA2; EPAC2 activation, biochemical qHTS; response scale: 100% = 6.5 mM cAMP response; Potency, µM (series often up to 154 µM), for the others: at the top dose activation, usual class: activators; actives 0.079% (n = 360,000); AID 720711, 2013; note: potency is the fitted concentration of half-maximal effect; nearly all actives have a fitted effect of over 50% in size
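In this primary screen, activation is scored as increased exchange of BODIPY-GDP from Rap1B by 100 nM EPAC2, with 50 uM GDP as competitor. Signal is normalized to the 6.5 mM cAMP agonist control.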
The depositor's hits bear a star; i = inactive; u = inconclusive; x = no result given; [ ] = dose if it differs, or a comment. Unless noted, calls come from the whole dose curve; as a rule, active = well fitted curve in the direction sought with a large enough effect; inconclusive = small, poorly fitted or top-dose-only effect, or another doubt; inactive = no such curve, though single readings can be large; an effect the other way counts as inactive or inconclusive.

nr	compound	Nrf2 block	Akt phos inh	A549 viability	Nrf2 ARE act	EPAC2 ag	Mm-Cpn inhibitor	EPAC2 antagonist	CCT modulator	TGFb inhibitor
1	CC1CN(C(=O)CCC(=O)NCc2cccs2)c2cc(Cl)ccc2O1 (configuration not stated)	u	x	2.6%	3.4%	x	x	x	x	-18.9%
2	NC(=O)c1c(NC(=O)CSc2nnc(-c3ccccc3)n2CC2CCCO2)sc2c1CCC2 (configuration not stated)	2.9%	i	-6.9%	2.3%	6.2%	1.4%	-0.7%	-3.8	2.0%
3	Nc1nc2c(s1)C(=O)CCC2	x	i	5.0%	-0.1%	1.0%	0.0%	-1.2%	-3.6	9.5%
4	COc1ccc(CC(=O)NCC(=O)N/N=C/c2ccc(C)o2)cc1	6.8%	i	0.0%	0.4%	3.2%	0.5%	2.7%	-2.7	-15.0%
5	COC(=O)Nc1nnc(SCc2ccc(C)cc2)s1	-2.3%	i	-3.2%	2.7%	5.5%	-0.3%	-7.0%	-0.3	u
6	COc1ccc(/C=N/N2CCN(c3ccccc3)CC2)cc1Br	u	i	0.0%	-0.4%	2.2%	-0.6%	6.2%	0.4	-10.6%
7	Cc1cccc(NC(=O)C2CCC(CNS(=O)(=O)c3ccc(Br)s3)CC2)c1 (configuration not stated)	-0.9%	x	-5.7%	5.7%	x	x	x	x	-14.0%
8	CCCc1c(C)nn(-c2ncccc2[N+](=O)[O-])c1C	1.7%	i	0.4%	-0.4%	-6.9%	0.1%	2.5%	-0.8	1.0%
9	C=CCC[C@@H](Cc1ccc(F)cc1)C(=O)OCCNC(=O)[C@@H](CC=C)CC(=O)N(CCO)Cc1ccccc1	u	i	-12.9%	4.5%	12.1%	-4.6%	-22.2%	-1.5	u
10	O=C(COc1ccc(-c2ccccc2)cc1)N1CCCC1	19.1%	i	-3.8%	4.3%	0.9%	-1.1%	-6.1%	-1.2	-7.5%
11	O=C(NCCN1C(=O)C2C3C=CC(C3)C2C1=O)N1CCOCC1 (configuration not stated)	3.3%	i	-4.7%	-1.1%	u	-0.4%	2.2%	-3.1	0.3%
12	Cc1cc(-c2nn(-c3ccccc3F)cc2CN2CCCC(C(N)=O)C2)c(C)s1 (configuration not stated)	-0.3%	i	-0.3%	0.8%	21.4%	-1.0%	-5.9%	-2.5	-17.9%
13	O=C(O)c1nc(-c2ccccc2)n(-c2ccccc2)n1	-4.8%	i	-1.0%	-0.2%	2.6%	0.4%	12.3%	0.7	5.5%
14	O=C(Nc1cccc(S(=O)(=O)NC2=NCCCCC2)c1)c1cc(-c2ccco2)nc2ccccc12	u	i	-12.7%	27.1%	-3.2%	-5.4%	2.5%	-1.5	u
15	COc1ccc(-c2nc(C(F)(F)F)c(OC)o2)cc1OC	-4.7%	i	0.5%	0.0%	-15.3%	1.2%	-3.1%	-0.5	-4.1%
16	CCOC(=O)C1=C(COC(=O)/C=C/c2ccc(F)cc2)NC(=O)NC1C (configuration not stated)	x	i	x	3.9%	3.8%	x	3.6%	-0.1	3.0%
17	C[C@@H](c1ccccc1)N1C[C@H](COCc2ccccc2)Oc2cc(N3CCC[C@H]3CO)ccc2S1(=O)=O	x	i	x	4.4%	10.1%	x	-6.0%	1.0	x
18	C(=N\n1cnnc1)/c1cccc2ccccc12	-10.0%	i	6.6%	3.6%	2.2%	1.6%	-2.9%	-0.6	3.0%
19	O=C(CS(=O)(=O)c1ccc(Cl)c(Cl)c1)Nc1ccccc1Cl	8.4%	i	3.9%	0.0%	0.0%	-4.1%	19.1%	0.2	-23.3%
20	O=C(CN1C(=O)COc2ccc(S(=O)(=O)N3CCCC3)cc21)NC1CC1	-3.2%	i	-0.2%	-0.5%	-2.5%	-1.7%	18.5%	0.5	-3.6%
21	COc1ccc(/C=C/C(=O)N/C(=C\c2ccco2)C(=O)NCCc2nc3ccccc3[nH]2)cc1	3.5%	i	9.3%	-0.1%[9.22 µM]	4.5%	1.1%	7.1%	-2.2	u
22	COc1ccc(C(=O)N2CCCC(CCC(=O)N3CCN(c4ccccn4)CC3)C2)cc1 (configuration not stated)	-16.6%	i	-10.3%	2.9%	7.5%	2.0%	-1.3%	-1.2	-8.9%
23	Cc1cccc(-c2nc(SCCCOc3ccc(Cl)c(C)c3)n3[nH]c(=O)cc3n2)c1	5.3%	x	-1.6%	-1.1%	x	x	x	x	u
24	CC(=O)NN1C(=O)c2ccccc2NC1c1ccccc1F (configuration not stated)	16.3%	i	-4.0%	-0.7%	6.9%	-1.0%	1.0%	-2.2	3.3%
25	CCc1nc(C)cn1S(=O)(=O)c1cc(C)c(OC)cc1C	12.6%	i	1.2%	0.5%	0.4%	-1.6%	u	0.3	-8.6%
26	CCC(=O)Nc1ccc(C(=O)N/N=C/c2c(C)[nH]c3ccccc23)cc1	-10.4%	i	-1.3%	0.4%	8.6%	-5.5%	-2.6%	-5.6	2.0%
27	CCc1ccc(OCCCC(=O)Nc2cccc(C(=O)O)c2)cc1	6.3%	i	3.1%	-0.4%	0.8%	0.5%	5.6%	0.9	-2.3%
28	C/C(=N\NC(=O)C1COc2ccccc2O1)c1ccc(N2CCOCC2)cc1 (configuration not stated)	-0.3%	i	-5.7%	0.0%	11.5%	-1.6%	-4.0%	0.6	0.3%
29	N#Cc1ccccc1S(=O)(=O)N1CCN(CC(=O)Nc2ccnn2C2CCCC2)CC1	-11.4%	i	1.4%	-0.8%	-0.9%	0.7%	-1.8%	2.6	-4.0%
30	Cc1ccc(OCCSc2nc3ccccc3n2CC(=O)N2CCOCC2)cc1C	25.0%	x	-1.8%	0.2%	x	x	x	x	-43.6%
31	COc1ccc(S(=O)(=O)Nc2ccccc2C(N)=O)cc1OC	16.3%	i	-6.1%	0.1%	4.7%	0.9%	1.7%	-0.3	8.0%
32	CCC(C)NC(=O)C1CCCN(C(=O)Nc2ccc(F)cc2)C1 (configuration not stated)	6.9%	i	-2.5%	-0.6%	-1.8%	1.6%	6.6%	-4.0	u
33	c1ccc2sc(NC3=NCN(Cc4ccc5c(c4)OCO5)CN3)nc2c1	u	i	-6.3%	-0.2%	8.1%	0.0%	-0.5%	-0.1	-28.1%
34	COc1cc(SC)ccc1C(=O)NCC1CCCCC1	2.0%	i	0.5%	4.9%	5.8%	-1.8%	-5.7%	-2.6	13.7%
35	CCOc1ccc(S(=O)(=O)NCc2ccc(OC)cc2)c2cccnc12	15.1%	i	4.5%	4.9%	8.3%	-0.9%	-3.5%	-3.5	-14.1%
36	COc1ccc(C(=O)OCC(=O)c2ccc(F)cc2)cc1OC	u	i	4.2%	8.2%	-1.0%	-0.4%	-3.1%	-5.9	7.6%
37	Cc1c(C(=O)N2CCC[C@H]2C(N)=O)oc2c(F)cccc12	-2.9%	i	-15.3%	0.2%	4.7%	1.2%	-1.5%	-0.5	-0.7%
38	CC(C(=O)NCC1CCCCC1)N(C)Cc1ccc(Br)cc1 (configuration not stated)	-1.1%	i	5.9%	0.1%	5.9%	-1.0%	-10.0%	0.9	u
39	CCN(CC)c1ccc(N=Cc2ccc(N(CC)CC)cc2O)cc1	0.4%	i	1.2%	-1.9%	u	-10.0%	13.1%	0.8	-14.7%
40	CCOc1ccc(CN2CCN(Cc3ccc(C)o3)CC2CCO)cc1 (configuration not stated)	4.9%	i	5.2%	-0.3%	3.4%	0.5%	3.7%[57.1 µM]	0.5	13.2%
41	Cc1ccc(OCC(=O)Nc2ccc([N+](=O)[O-])cn2)cc1C	3.8%	i	-8.3%	7.1%	4.6%	x	-1.0%	-0.7	6.9%
42	CCCN(CCC)Cc1cc(=O)oc2cc(OC)ccc12	x	i	x	0.9%	3.3%	x	u	1.7	u
43	Cc1ccc(NC(=O)CC2COc3ccccc3O2)cc1 (configuration not stated)	7.7%	i	-0.6%	0.1%	3.2%	-1.3%	-2.5%	1.4	-33.0%
44	CS(=O)(=O)Nc1ccc(C(=O)Nc2ccccc2Sc2ccccc2)cc1	2.0%	i	1.0%	3.5%	7.1%	-1.0%	-16.7%	1.2	-8.1%

Full records, quoted from the list. Order of screens: Nrf2 block | Akt phos inh | A549 viability | Nrf2 ARE act | EPAC2 ag | Mm-Cpn inhibitor | EPAC2 antagonist | CCT modulator | TGFb inhibitor
Results for O=C(CN1C(=O)COc2ccc(S(=O)(=O)N3CCCC3)cc21)NC1CC1 = -3.2% | i | -0.2% | -0.5% | -2.5% | -1.7% | 18.5% | 0.5 | -3.6%
Results for CS(=O)(=O)Nc1ccc(C(=O)Nc2ccccc2Sc2ccccc2)cc1 = 2.0% | i | 1.0% | 3.5% | 7.1% | -1.0% | -16.7% | 1.2 | -8.1%
Results for CC(=O)NN1C(=O)c2ccccc2NC1c1ccccc1F (configuration not stated) = 16.3% | i | -4.0% | -0.7% | 6.9% | -1.0% | 1.0% | -2.2 | 3.3%

Source: PubChem

The list is partial (hit frequency here may not be typical).
